Screens (PubChem)
OX1R antag-1: blocks the human orexin 1 receptor; O43613; 330,000 tested, 1.8% active; OX1R-expressing cells, FRET antagonist read-out; AID 485270; inhibition, % at 6.6 µM; in the data active = inhibition mostly above about 38%, no sharp cut-off; inactive = mostly below about 40%;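 note: 0% = agonist challenge alone and 100% = reference antagonist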
Target sequence (O43613 whole entry, looked up): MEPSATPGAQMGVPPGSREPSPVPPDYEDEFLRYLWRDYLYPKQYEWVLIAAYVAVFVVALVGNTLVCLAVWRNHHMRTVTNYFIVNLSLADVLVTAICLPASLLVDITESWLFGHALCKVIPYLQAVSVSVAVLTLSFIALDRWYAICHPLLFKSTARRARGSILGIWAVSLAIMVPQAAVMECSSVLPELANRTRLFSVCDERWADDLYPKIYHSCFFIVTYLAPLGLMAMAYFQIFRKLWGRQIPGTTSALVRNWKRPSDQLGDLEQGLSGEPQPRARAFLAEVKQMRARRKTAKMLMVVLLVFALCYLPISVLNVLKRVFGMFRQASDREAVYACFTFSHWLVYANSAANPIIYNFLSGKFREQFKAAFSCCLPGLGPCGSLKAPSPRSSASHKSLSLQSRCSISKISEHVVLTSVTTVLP
OX1R antag-2: human HCRTR1 antagonism | AID 434989 | 330,000 tested, 0.43% active | CHO/OX1R cells, Fluo-8 calcium fluorescence, orexin A | inhibition, % at 5 µM;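 active = inhibition above its plate's threshold, mean inhibition of all tested compounds on the plate plus 3 SD, cut at about 37% in these data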;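 note: 0% = orexin A challenge wells and 100% = SB-334867-A antagonist wells; not every result past the cut was called active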
* hit, by the source's call.

The line under a structure holds: OX1R antag-1	OX1R antag-2
- O=C1c2ccccc2C(=O)N1CCC(c1ccccc1)c1ccco1 (configuration not stated)
    30	-15
- COc1cc(C(=O)Nc2ccc3c(c2)C(=O)N(CCC(=O)O)C3=O)cc(OC)c1OC
    34	-4
- COc1cccc(C2C3=C(N=c4s/c(=C\c5ccc(O)cc5)c(=O)n42)c2ccccc2CC3)c1OC (configuration not stated)
    5	-8
- N#CCC(=O)N/N=C/c1ccc(SCC(=O)Nc2ccccc2)o1
    10	-7
- O=c1nc2ccccc2c2n1CC(CN1CCN(Cc3ccccc3)CC1)N2 (configuration not stated)
    2	-13
- O=C(Cc1ccccc1)Nc1nc2ccccc2s1
    11	-14
- COc1ccc(S(=O)(=O)N=C2C=C(C)C(=O)C(C)=C2)cc1
    7	-2
- COc1ccc(C(=O)Nc2cccc(S(C)(=O)=O)c2)cc1
    5	0
- O=C1C2CCCCC2C(=O)N1c1ccc(NC2CCCCC2)c([N+](=O)[O-])c1 (configuration not stated)
    16	-32
- Cc1ccc(Cn2cnc3ccccc32)cc1
    31	-12
- CCC1CCCCN1S(=O)(=O)c1ccc(NC(=O)C2CCN(C(=O)c3ccco3)CC2)cc1 (configuration not stated)
    7	-5
- CC(C)c1nc2oc3c(=O)[nH]cnc3c2c2c1COC(C)(C)C2
    10	-29
- O=C(NC(C(=O)c1ccccc1)N1CCCCC1)c1ccccc1 (configuration not stated)
    12	-13
- CNS(=O)(=O)c1cccc(C(=O)OCC(=O)N2CC(C)OC(C)C2)c1 (configuration not stated)
    25	4
- C=CCn1c(-c2cccc3ccccc23)n[nH]c1=S
    11	-14
- Cc1ccc(C(=O)CN(CCC(=O)O)S(=O)(=O)c2ccc([N+](=O)[O-])cc2)cc1
    33	11
- COc1ccc(C(CNC(=O)c2cccc(S(=O)(=O)N3CCCC3)c2)N2CCCC2)cc1 (configuration not stated)
    4	-19
- CCc1ccc2[nH]c(C(=O)Nc3ccc(F)cc3Br)cc2c1
    4	-23
- O=C(NC(Cc1ccccc1)C(=O)O)c1ccc(S(=O)(=O)N2CCOCC2)cc1 (configuration not stated)
    10	-15
- COCCNC(=O)CCc1c(C)nc2nc(-c3cc(OC)cc(OC)c3)nn2c1C
    5	-4
- O=C(NCc1cccnc1)C1CCC(CNS(=O)(=O)c2ccc(Cl)cc2)CC1 (configuration not stated)
    -2	-13
- COc1ccc(-c2cc(=O)oc3cc(OC(C)C(=O)Nc4ccc(CN5CCOCC5)cc4)ccc23)cc1 (configuration not stated)
    5	2
- COc1ccc(Nc2nc3ccccc3c(=O)s2)c(OC)c1
    28	-18
- Cc1ccc(N(C(C)C(=O)O)S(=O)(=O)c2c(C)n[nH]c2C)cc1 (configuration not stated)
    1	-12
- CCc1ccc(OCCSc2nc3ccccc3n2CC(=O)O)cc1
    37	4
- COC(=O)c1ccccc1NC(=O)Nc1nnc(N2CCC(C)CC2)s1
    6	-4
- Cc1ccc(C(=O)C(C)OC(=O)CNS(=O)(=O)c2ccc(C)cc2)cc1 (configuration not stated)
    3	-2
- COc1cccc(C(=O)Nc2cccc(NC(=O)c3cccs3)c2)c1
    23	3
- CCOc1ccc(S(=O)(=O)N2CCN(C(=O)c3cc(-c4ccccc4)nn3-c3ccccc3)CC2)cc1
    15	-23
- O=c1[nH]c2ccccc2nc1/C=C/c1ccccc1
    33	-34
- C#CCn1cccc(C(=O)Nc2ccc(OC)cc2)c1=O
    5	-4
- CC(NC(=O)c1ccccc1Br)C1CC2CCC1C2 (configuration not stated)
    0	-22
- COc1ccc(NC(=O)n2ncc3cc(Cl)ccc32)cc1OC
    21	5
- CC(=O)CC(CC(=O)NC1CCCCC1)c1ccccc1 (configuration not stated)
    7	-8
- CCOC(=O)c1c(NC(=O)COC(=O)Cn2c(C)nc3ccccc32)sc2c1CCCC2
    24	-20
- CC(C)CN(C(=O)c1ccc(S(=O)(=O)N2CCCC2)cc1)C1CCS(=O)(=O)C1 (configuration not stated)
    18	-16
- O=C(O)c1ccc(CSc2nnc(-c3ccncc3)n2-c2ccc(Cl)cc2)cc1
    28	-17
- O=S(=O)(c1cc(F)ccc1F)N1CCN(c2ccccn2)CC1
    14	-2
- CC(=O)c1cccc(NC(=O)C2C3C=CC(C3)C2C(=O)O)c1 (configuration not stated)
    31	-8
- O=c1c2c3c(sc2n2cnnc2n1Cc1ccccc1)CN(Cc1ccccc1)CC3
    37	-27
- CSc1ccc(/C=N/n2c(C3CCCCC3)n[nH]c2=S)cc1
    9	-23
- Cc1nn(Cc2ccccc2Cl)c(C)c1N
    14	-13
- Cc1ccc(S(=O)(=O)N2CCOCC2)cc1C(=O)NC1CCCC(C)C1C (configuration not stated)
    11	-15
- C=CC[C@@H](CC(=O)N(CCO)Cc1ccccc1)C(=O)N[C@H](COC(=O)[C@@H](CC=C)Cc1ccc(F)cc1)c1ccccc1
    16	14
- COc1ccc(CCNC(=O)c2cc(-c3ccc(C)c(C)c3O)n[nH]2)cc1OC
    11	12
- CCn1cc(C(=O)N2CCCC(N3CCN(c4ccccc4C)CC3)C2)cn1 (configuration not stated)
    11	-16
- COc1ccc(CC(=O)NCc2n[nH]c(=S)n2C)cc1
    5	-6
- COc1ccc(C(=O)NC2CCN(C(=O)Nc3ccccc3Cl)CC2)cc1
    3	-1
- CCCNC(=O)OC[C@H]1O[C@H](CCO/N=C/[C@@H](OC)[C@H](C)/C=C/CC(=O)OC)C=C[C@@H]1Oc1ccc(OC)cc1
    13	-25
- O=C(NCCc1ccc(C(F)(F)F)cc1)C1CCC(=O)N(CCCN2CCCC2=O)C1 (configuration not stated)
    9	3
- COc1ccc(S(=O)(=O)N2CCC(Cc3ccccc3)CC2)cc1NC(C)=O
    20	-14
- Cc1cccc(CN2CCN(C3CCCC3)C(CCO)C2)n1 (configuration not stated)
    11	-21
- COc1ccc(CC(=O)Nc2ccc(-c3noc(-c4cccc(OC)c4)n3)cc2)cc1
    12	-10
- c1coc(-c2nnc(-c3ccco3)nn2)c1
    48	-6
- Cc1cc(C)c(OCCOCCN2CCN(C)CC2)c(Cl)c1
    16	-7
- O=C(Cn1cnc2c(nnn2-c2cccc(Cl)c2)c1=O)N1CCCC1
    1	2
- CC(NC(=O)c1ccccc1)C(=O)N/N=C/c1ccc(O)cc1 (configuration not stated)
    4	-3
- COc1ccc(N(CC(=O)NCc2ccc(C)cc2)S(=O)(=O)c2c(C)[nH]c(=O)[nH]c2=O)cc1
    7	-6
- O=C(N/C(=C\c1cccc([N+](=O)[O-])c1)C(=O)N1CCOCC1)c1ccc([N+](=O)[O-])cc1
    24	-5
- CC(C)n1cc(/C(N)=N/O)c(=O)n(Cc2ccccc2)c1=O
    4	-9

Next section:
The line under a structure holds: OX1R antag-1	OX1R antag-2
- COc1ccc(NC(=O)C2C3C=CC4(O3)C2C(=O)N(CCN2CCCCC2C)C4C(=O)NC2CCCC(C)C2C)cc1 (configuration not stated)
    9	-43
- COC(=O)Nc1nn(-c2ccc(C)cc2)c(=O)c(C#N)c1C
    137*	1
- COc1cccc(NC(=O)CN(C)C(=O)Cc2c(C)nc3ccccc3c2C)c1
    7	-29
- O=C(NCC(c1ccco1)N1CCc2ccccc2C1)c1ccc(Cl)c([N+](=O)[O-])c1 (configuration not stated)
    36	-17
- Cc1cccc(C(=O)N/N=C2/SCC(=O)N2Cc2ccccc2)c1
    -1	-19
- COc1cccc(N2C(=O)CC(N3CCc4ccccc4C3)C2=O)c1 (configuration not stated)
    16	-21
- CCCSc1nnc(Cc2cc(=O)[nH]c(=O)[nH]2)n1-c1cc(C)ccc1C
    4	1
- Cc1cc(NCCN(C)C)n2nc(-c3cccs3)cc2n1
    5	-18
- COc1cc(/C=N/N2CCOCC2)ccc1OCc1ccccc1
    11	-9
- O=C1CN(CC(=O)Nc2ccc(SC(F)F)cc2)CCN1
    3	-1
- CC(=O)Nc1ccc(NC(=O)c2cc(C)nn2-c2ccccc2)cc1
    17	-10
- COc1ccc2c3c(cccc13)OCC2=O
    22	-18
- C[C@@H]1CN([C@@H](C)CO)C(=O)c2cccc(NS(C)(=O)=O)c2O[C@H]1CN(C)CC1CCCCC1
    4	-8
- COC(=O)[C@H](C)NC(=O)Nc1cc(OC)ccc1OC
    3	-1
- CCOC(=O)c1ccccc1NC(=O)CSc1nnc(COc2ccccc2C)n1C
    23	-34
- CSCCOC(=O)COc1ccc(/C=N/NC(=O)c2c(Cl)cnn2C)cc1
    11	-22
- Fc1ccc(NC(=S)Nc2cccnc2)cc1
    13	-17
- COc1ccc(S(=O)(=O)N2CCC(C(=O)NCc3ccccn3)CC2)cc1C
    8	-14
- CC(=O)OC(C(=O)NCS(=O)(=O)c1ccc(C)cc1)c1cccnc1 (configuration not stated)
    16	3
- CCc1ccc(NC(=O)c2noc3c2CCC3)cc1
    26	-29
- Cc1nn(Cc2c(Cl)cccc2Cl)c(Cl)c1/C=C/C(=O)OCC(=O)NCC(F)(F)F
    14	-7
- ClC1(Cl)CC1CSc1nc2ccccc2[nH]1 (configuration not stated)
    12	-16
- CCN(CC)S(=O)(=O)c1ccc(C(=O)Nc2nnc(COC)o2)cc1
    0	-5
- CC(=O)c1ccc([N+](=O)[O-])c(CS(=O)(=O)c2ccccc2)c1
    23	-16
- CN(C)c1cccc(C(=O)NCc2ccc3c(c2)OCO3)c1
    6	-11
- Cc1ccccc1N1C(=O)c2cc(S(N)(=O)=O)c(Cl)cc2NC1C (configuration not stated)
    16	-3
- Cc1sc2ncn(CC(=O)NCCCC(=O)N3CCN(c4ccccc4)CC3)c(=O)c2c1C
    15	-50
- Cc1ccc(-c2nc(CSCC(=O)NCc3cccnc3)c(C)o2)cc1
    8	-39
- CN1CCN(CCC(=O)Nc2ccc(Br)cc2)CC1
    8	1
- O=C1CCC(C(=O)N2CCSCC2)CN1CCc1cccc(F)c1 (configuration not stated)
    7	-7
- N#Cc1ccccc1Cn1c(=O)oc2ccccc21
    10	-16
- CS(=O)(=O)N(Cc1ccccc1)c1ccccc1C(=O)Nc1ccccc1C(=O)NCc1ccco1
    25	-16
- COc1ccccc1C(=O)NCCC(=O)N(C)CC(=O)Nc1ccc(N2CCOCC2)cc1
    16	-6
- COc1ccc(CSc2nncn2N)cc1[N+](=O)[O-]
    21	-10
- COc1c(C(=O)NC(=S)Nc2nnn(C)n2)cc2ccccc2c1Br
    6	-7
- CC(=O)Nc1cccc2ncccc12
    12	9
- Fc1ccc(N2CCN(C(c3cccs3)c3nnnn3CCc3ccccc3)CC2)cc1 (configuration not stated)
    -2	-15
- COc1cccc(C2C(C(=O)Nc3cccnc3)=C(C)Nc3nnnn32)c1OC (configuration not stated)
    7	4
- CCc1cccc(NC(=O)c2cc(S(=O)(=O)N(C)C)ccc2N2CCCC2)c1
    20	-8
- Cc1ccc(C(=O)N2CCn3c(C)ccc3C2C)cc1 (configuration not stated)
    22	-30

7 of the entries above in order of their number in OX1R antag-1, largest number first.
Compound | OX1R antag-1 | OX1R antag-2
CS(=O)(=O)N(Cc1ccccc1)c1ccccc1C(=O)Nc1ccccc1C(=O)NCc1ccco1 | 25 | -16
ClC1(Cl)CC1CSc1nc2ccccc2[nH]1 (configuration not stated) | 12 | -16
CN1CCN(CCC(=O)Nc2ccc(Br)cc2)CC1 | 8 | 1
O=C1CCC(C(=O)N2CCSCC2)CN1CCc1cccc(F)c1 (configuration not stated) | 7 | -7
COc1c(C(=O)NC(=S)Nc2nnn(C)n2)cc2ccccc2c1Br | 6 | -7
CCN(CC)S(=O)(=O)c1ccc(C(=O)Nc2nnc(COC)o2)cc1 | 0 | -5
Fc1ccc(N2CCN(C(c3cccs3)c3nnnn3CCc3ccccc3)CC2)cc1 (configuration not stated) | -2 | -15

(next part)
The line under a structure holds: OX1R antag-1	OX1R antag-2
- N=c1c2ccccc2nnn1-c1ccc(C(F)(F)F)cc1
    15	0
- CCC(C(=O)NC1CCCC1)N(C(=O)Cn1nnc(-c2ccc(C)o2)n1)c1cnc2ccccc2c1 (configuration not stated)
    7	-25
- CC(C)Oc1ccc(CNC(=O)CC(c2ccccc2)c2cc(Cl)ccc2O)cc1 (configuration not stated)
    5	-14
- Cc1ccc(C2=NN(C(=O)COc3ncnc4ccccc34)C(c3ccco3)C2)cc1 (configuration not stated)
    20	-29
- CCCCN(C)C(=O)c1cn(-c2cccc(OC)c2)c(=O)c2ccccc12
    4	-36
- CC1CCN(S(=O)(=O)CCNC(=O)c2ccc3c(c2)OCO3)CC1
    6	-8
- O=C(CNC(=O)c1ccc([N+](=O)[O-])cc1)c1ccccc1
    47*	6
- Cc1ccccc1SCCNC(=O)c1ccccc1Br
    13	-34
- C(=C1/CCCC2=C1Nc1ncnn1C2c1ccccc1)/c1ccccc1 (configuration not stated)
    14	-9
- O=C(N/N=C/c1coc2ccccc2c1=O)c1cccc([N+](=O)[O-])c1
    18	-9
- CC1(C(=O)NC(=S)N(CCC#N)c2ccccc2)CC1(Cl)Cl (configuration not stated)
    6	-4
- CS(=O)(=O)c1nc(S(=O)(=O)c2ccc(Cl)cc2)c(NCCCN2CCOCC2)s1
    2	-12
- CCN(C(=O)CSc1nnc(-c2ccc(OC(F)F)cc2)n1N)C1CCS(=O)(=O)C1 (configuration not stated)
    10	-9
- O=c1c2ccccc2oc2c1ccc1ccccc12
    90*	55*
- Cc1nn(-c2ccccc2)c2c1C1(C(=O)N3c4c(cccc41)C(C)CC3(C)C)C(C#N)=C(N)O2 (configuration not stated)
    9	-23
- CCOC(=O)c1[nH]c(C)c(C(=O)OCC(=O)N2CCCCC2C)c1C (configuration not stated)
    5	-10
- CCC1=Nc2cc(C(=O)NCCCN3CCOCC3)ccc2Sc2ccccc21
    6	-37

OX1R antag-2, entries above that show a hit
The line under a structure holds: OX1R antag-1	OX1R antag-2
- O=c1c2ccccc2oc2c1ccc1ccccc12
    90*	55*
